Compound activity (PubChem BioAssay)
RGS4 block – RGS4 inhibitors, primary screen, cell-based, HEK293 M3R inducible RGS4, calcium flux; Fluo-4 calcium flux; hits give high values; triggered by carbachol at its EC20; B-score at 10 µM; 310,000 tested, 0.45% active;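 active = B-score, a plate-corrected calcium signal, over three deviations above library mean, with baseline fluorescence within five deviations of library mean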;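 also: RGS4 expression induced by doxycycline in cells with stable M3 receptor; B-score is computed from the integrated fluorescence ratio over baseline after carbachol; higher B-score means a larger calcium signal and so more RGS4 inhibition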
Target sequence (P49798 whole entry, looked up): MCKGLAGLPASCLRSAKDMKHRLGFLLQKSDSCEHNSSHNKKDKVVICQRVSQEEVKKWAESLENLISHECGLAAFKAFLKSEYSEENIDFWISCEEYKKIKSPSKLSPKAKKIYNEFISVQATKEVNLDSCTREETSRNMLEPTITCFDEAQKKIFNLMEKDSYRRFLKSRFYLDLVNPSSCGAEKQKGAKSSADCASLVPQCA
SKKanGAS inh – S. pyogenes SKKanGAS growth inhibitors in kanamycin, primary screen, streptokinase expression inhibitor project, SKKanGAS strain, BacTiter-Glo luminescence; inhibition, % at 7.5 µM; 6 h; 300,000 tested, 1.3% active;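 active = mean replicate score, as percent of positive control median, at least 50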;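 also: strain carries kanamycin resistance gene driven by streptokinase promoter and grows in 40 µg/ml kanamycin; loss of luminescence reflects streptokinase promoter inhibition or plain growth inhibition; 0% = median of DMSO wells and 100% = positive control at its reference dose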
ANO1 block – TMEM16A chloride channel inhibitors, primary screen, cell-based, HTS. AID 588511, 2011. 310,000 tested, 1.2% active. HEK293 TMEM16A/YFP iodide influx fluorescence, ionomycin. Anoctamin-1 (Mus musculus), Q8BHY3. normalized B-score (activity score, 25-100; higher = stronger inhibition) at 10 µM;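 active = ratio plate-corrected score three or more library SD toward inhibition, starting fluorescence score within five deviations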;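 also: score derived from kinetic fluorescence span divided by baseline fluorescence per well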
KCNQ1 pot – potentiators or activators of KCNQ1 channel, primary screen, cell-based, thallium flux, high-throughput. CHO-K1 KCNQ1, thallium flux FluxOR fluorescence; hits give high values. B-score at 10 µM. 310,000 tested, 0.35% active. AID 2648, 2010;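 active = fluorescence ratio B-score, a plate-corrected score, at least three library SD, with initial intensity B-score within 5 SD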
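Test system: CHO-K1 cells stably expressing KCNQ1 / Medium: assay buffer / Also added: depolarizing K+/Tl+ stimulus, K2SO4 and Tl2SO4 each 12.5 mM in 5x stock / Incubation: 90 min dye loading and 20 min compound exposure, both at room temperature / Signal: thallium influx via FluxOR fluorescence, kinetic imaging / Evaluation: B score of baseline-normalized fluorescence ratio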
RGS4 pot – RGS4 potentiators or activators, primary screen, cell-based, HEK293 M3R inducible RGS4, calcium flux; 310,000 tested, 0.92% active; B-score at 10 µM; carbachol calcium flux Fluo4; hits give low values;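 active = B-score of the integrated calcium signal more than 4 SD below the library mean, with starting fluorescence not abnormally high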;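 also: negative B-score means reduced calcium response which marks RGS4 activation or potentiation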
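Material: M3R-expressing HEK293 line, RGS4 induced by doxycycline | Schedule: Overnight RGS4 induction, 30 min dye load 37 °C, 20 min compound RT | Measured by: Fluo4 fluorescence kinetic imaging of calcium | Read-out: Integrated calcium ratio converted to B score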
KCNK9 inh – KCNK9 potassium channel inhibitors, primary screen, HEK293 cells, thallium flux | 310,000 tested, 1.2% active | FluxOR thallium flux fluorescence; hits give low values | AID 488922, 2010 | B-score at 10 µM | Potassium channel subfamily K member 9 (Homo sapiens), Q9NPC2;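 active = ratio B-score over 3 SD below the library mean, with starting fluorescence within 5 SD of its mean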;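 also: negative B-score means less thallium flux so channel inhibition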
Target sequence (Q9NPC2 whole entry, looked up): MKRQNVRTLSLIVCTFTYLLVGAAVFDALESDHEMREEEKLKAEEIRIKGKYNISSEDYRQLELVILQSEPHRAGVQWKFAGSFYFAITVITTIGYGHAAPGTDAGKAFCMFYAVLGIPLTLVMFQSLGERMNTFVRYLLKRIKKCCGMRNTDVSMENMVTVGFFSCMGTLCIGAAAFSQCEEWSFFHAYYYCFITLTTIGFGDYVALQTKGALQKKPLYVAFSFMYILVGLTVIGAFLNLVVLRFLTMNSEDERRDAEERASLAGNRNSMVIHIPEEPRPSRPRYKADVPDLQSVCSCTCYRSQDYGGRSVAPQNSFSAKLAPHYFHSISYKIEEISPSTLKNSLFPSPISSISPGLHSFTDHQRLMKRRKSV
KCNK3 block – human KCNK3 channel inhibitors, primary screen, CHO cells, FluxOR thallium flux, B-score | FluxOR fluorescence; hits give low values | B-score at 10 µM | 340,000 tested, 0.84% active | AID 602410, 2012;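 active = B-score under library mean minus 4 SD, starting fluorescence ratio at most library mean plus 5 SD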;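 also: more negative B-score means stronger inhibition of thallium flux through KCNK3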
KCNQ1 block – inhibitors of human KCNQ1 channel, primary screen, cell-based, thallium flux, high-throughput | AID 2642, 2010 | CHO-K1 KCNQ1, FluxOR thallium flux fluorescence; hits give high values | B-score at 10 µM | Potassium voltage-gated channel subfamily KQT member 1 (Homo sapiens), P51787 | 310,000 tested, 1.3% active;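 active = compounds whose thallium flux B-score, printed positive for inhibition, exceeds three library SD while starting fluorescence stays within three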;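 also: channel opened by potassium depolarization with thallium stimulus after 20 min compound exposure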
HDAC3 inh – HDAC3 deacetylase inhibitors, primary screen, biochemical, fluorescence, cell-free homogeneous | Histone deacetylase 3 (Homo sapiens), O15379 | 320,000 tested, 0.15% active | recombinant HDAC3, fluorogenic peptide/trypsin coupled | AID 2718, 2010 | inhibition, % at 8.3 µM; in the data active = inhibition above about 26%, passing the limit was not always enough
Target sequence (O15379 whole entry, looked up): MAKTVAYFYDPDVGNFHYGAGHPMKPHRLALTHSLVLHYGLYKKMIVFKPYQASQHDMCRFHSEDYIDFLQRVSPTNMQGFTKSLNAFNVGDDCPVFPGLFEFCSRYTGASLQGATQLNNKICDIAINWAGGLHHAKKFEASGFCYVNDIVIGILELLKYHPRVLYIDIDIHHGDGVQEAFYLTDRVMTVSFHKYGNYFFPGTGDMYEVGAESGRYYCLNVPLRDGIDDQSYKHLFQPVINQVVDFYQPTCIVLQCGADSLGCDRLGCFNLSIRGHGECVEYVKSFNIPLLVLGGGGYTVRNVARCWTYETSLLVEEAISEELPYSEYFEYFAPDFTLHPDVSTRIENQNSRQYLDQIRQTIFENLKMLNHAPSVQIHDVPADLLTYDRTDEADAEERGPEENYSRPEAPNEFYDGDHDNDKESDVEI
TMEM16A act – TMEM16A chloride channel activators or potentiators, primary screen, cell-based, HTS; Anoctamin-1 (Mus musculus), Q8BHY3; HEK293 TMEM16A/YFP-H148Q/I152L, iodide quench fluorescence; hits give low values; B-score at 10 µM; 340,000 tested, 0.3% active;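 active = fluorescence-ratio B-score plate-corrected deviation score at least 3 library SD below zero, with starting fluorescence score within 5 deviations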;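 also: channel opened by trigger with iodide after compound preincubation; score built on the fluorescence ratio of max minus min over baseline; more negative score means more quench and so TMEM16A activation or potentiation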
hERG protect – hERG rescue from dofetilide block, primary screen, cell-based, CHO-hERG, FluxOR thallium flux, dofetilide IC70; Voltage-gated inwardly rectifying potassium channel KCNH2 (Homo sapiens), Q12809; 310,000 tested, 0.51% active; AID 1511, 2009; activation (rescue from dofetilide block), less the hit threshold, % at 10 µM; dofetilide IC70 present;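 active = activation above the mean of controls blocked by dofetilide plus 5 SD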;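 also: thallium influx through hERG after potassium depolarization seen as dye fluorescence rise; in these data hits start at about 4.7%; inactives centre near -7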
Starred values were filed as active, the others as inactive; i = inactive; nt = no result given. Rows are unselected, and some 6.3% of all compounds hit somewhere here.

SMILES | RGS4 block | SKKanGAS inh | ANO1 block | KCNQ1 pot | RGS4 pot | KCNK9 inh | KCNK3 block | KCNQ1 block | HDAC3 inh | TMEM16A act | hERG protect
COc1ccc(NC2CCCN(C(=O)c3ccc(OC)o3)C2)cc1 (stereo not given) | i | -4 | i | i | i | i | i | i | -9 | i | -10
OCCC1CN(Cc2ccon2)CCN1CCc1ccccc1 (stereo not given) | i | 1 | i | i | i | i | i | i | 1 | i | -2
O=C(Nc1cc(Cl)ccc1Cl)c1noc2c1CCCC2 | i | -3 | i | i | i | i | i | i | -2 | i | -11
Cc1ccnc(SCC(=O)NC2CCCCCC2)n1 | i | -4 | i | i | i | i | i | i | 3 | i | -4
Nc1ccc(SCc2nc3cccc4c3n2CCC4)cc1 | i | -1 | i | i | i | i | i | i | -3 | i | -4
Cc1ccc(-c2cc(N)on2)cc1 | i | -4 | i | i | i | i | i | i | 0 | i | -13
CSc1nsc(N/N=C/c2ccccc2)c1C#N | i | -20 | i | i | i | i | i | i | -9 | i | -18
CCc1ccc(C(=O)Cn2cnc3cc([N+](=O)[O-])ccc3c2=O)cc1 | i | -15 | i | i | i | i | i | i | 2 | i | -9
CSc1nc2ccc3nc(NC(=O)C4COc5ccccc5O4)sc3c2s1 (stereo not given) | i | 21 | i | i | i | i | i | i | -5 | i | -12
Cc1cccc(-c2noc(-c3ccc4c(c3)OCO4)n2)c1 | i | 1 | i | i | i | i | i | i | -5 | i | -6
Cc1ccccc1CS(=O)(=O)CCC(=O)NCCCN1CCOCC1 | i | -1 | i | i | i | i | i | i | 1 | i | -7
CCOc1ccc(/C=N/NC(=O)CN2CCCCCCC2)cc1 | i | -3 | i | i | i | i | i | i | 10 | i | 3
Cc1ccc(/C=C2/C(=O)N(c3ccccc3)C(=S)N2C)o1 | i | -2 | i | i | i | i | i | i | -6 | i | -6
CC(/C=C1\N=C(SCc2ccccc2)SC1=O)=C\c1ccccc1 | i | 4 | i | i | i | i | i | i | 11 | i | -5
Cc1ccc2ncnc(Nc3cccc([N+](=O)[O-])c3)c2c1 | i | -1 | i | i | i | i | i | i | 6 | i | -6
COCCN1C(=O)N[C@H](c2cccc(C(F)(F)F)c2)C(C(=O)OC)=C1C | i | 1 | i | i | i | i | nt | i | 0 | nt | -2
Cc1nc(-c2ccccc2)sc1-c1ccn[nH]1 | i | 11 | i | i | i | i | i | i | 0 | i | -2
COc1ccc(CNCCC2(C(C)C)CCOC(C)(C)C2)cc1 (stereo not given) | i | 0 | i | i | i | i | i | i | -2 | i | -1
CCCN(CC(=O)Nc1ccccc1OC)C(=O)Cc1ccccc1F | i | -2 | i | i | i | i | i | i | -13 | i | -6
CC1CC(Nc2ccccc2)c2ccccc2N1C(=O)c1ccccc1F (stereo not given) | i | -7 | i | i | i | i | i | i | 0 | i | -8
Cc1cccc(C(=O)N2CCc3cc(-c4csc(NC(=O)CN5CCCC5)n4)ccc32)c1 | i | 8 | i | i | i | i | i | i | 11 | i | -13
O=C1NC[C@@H](Cc2ccc(O)cc2)N(CC2CCCCC2)C1=O | i | 0 | i | i | i | i | i | i | -3 | i | -13
CC(C)(C(=O)c1ccccc1)/[N+]([O-])=C/c1ccc(Br)cc1 | i | nt | i | i | i | i | i | i | 5 | i | -12
Cc1cccc(N2C(=O)/C(=C\c3ccc(C(=O)O)cc3)c3ccccc3C2=O)c1 | 10* | -7 | i | i | i | i | i | i | -8 | i | -13
Cc1ccc(CNC(=O)c2ccc(CNc3c(N4CCCC4)c(=O)c3=O)cc2)cc1 | i | 1 | i | i | i | i | i | i | 0 | i | -3
Cn1nc(C(F)(F)F)c2cc(C(=O)Nc3ccc(Cl)cc3)sc21 | i | 9 | i | i | i | i | i | i | -2 | i | -8
O=C(CCCN1C(=O)/C(=C/c2cccs2)SC1=S)NNC(=O)c1ccc(F)cc1 | i | 11 | i | i | i | i | i | i | 6 | i | -11
CC(C)CC(NC(=O)C1CCCN1C(=O)OC(C)(C)C)C(=O)NCC(N)=O (stereo not given) | i | -1 | nt | i | i | i | i | i | nt | i | -5
N#C/C(=C\c1ccco1)C(=O)NCc1ccccc1 | i | 5 | i | i | i | i | i | i | -1 | i | -9
COc1ccc(-c2csc(N(Cc3ccccc3)C(=O)COc3ccc(Cl)cc3)n2)cc1 | i | -5 | i | i | i | i | i | i | 0 | i | -5
Cc1ccccc1NC(=O)C(c1ccccc1)C1CCCC1 (stereo not given) | i | 6 | i | i | i | i | i | i | -2 | i | -11
CCCC(c1nnnn1C(C)(C)C)N1CCN(C(=O)c2ccco2)CC1 (stereo not given) | i | -7 | i | i | i | i | i | i | 2 | i | -3
Cc1cccc(NC(=O)Nc2cccc(C#N)c2)n1 | i | -5 | i | i | i | i | i | i | -4 | i | -5
CN1CCN(/C=C2\SC(=S)NC2=O)CC1 | i | -5 | i | i | i | i | i | i | 5 | i | -9
COc1ccc(NS(=O)(=O)c2cn(C)c(=O)n(C)c2=O)c(OC)c1 | i | 9 | i | i | i | i | i | i | -1 | i | -10
CC(=O)N1CCN(c2ccccc2NC(=O)COc2cc(C)cc(C)c2)CC1 | i | -3 | i | i | i | i | i | i | -3 | i | -12
COCCn1c(SCC(=O)Nc2ccc(C(C)=O)cc2)nnc1-c1ccco1 | i | -1 | i | i | i | i | i | i | -2 | i | -1
CCCCN(C(=O)CC1CCCC1)c1c(N)n(CC(C)C)c(=O)[nH]c1=O | i | -2 | i | i | i | i | i | i | 3 | i | -2
COCCOC(=O)c1c(N)n(CCCN2CCOCC2)c2nc3ccccc3nc12 | i | -2 | i | i | i | i | i | i | -56 | i | -10
COc1cc(/C=C2\CCn3c2nc2cc(C(=O)O)ccc2c3=O)ccc1OC(F)F | i | 35 | i | i | i | i | i | i | nt | i | -4
C=CCC(=O)N1CCCC(CO)(Cc2ccc(F)cc2F)C1 (stereo not given) | i | 6 | i | i | i | i | i | i | 6 | i | -5
O=C(c1ccc(-c2ccccc2Cl)o1)N1CCN(c2ccccc2O)CC1 | i | -2 | i | i | i | i | i | 8* | nt | i | -20
Cc1ccnc2nc(C(=O)N3CCN(c4ccc(F)cc4)CC3)nn12 | i | -3 | i | i | i | i | i | i | -1 | i | -6
Cc1nc2ccc(C(=O)O)cc2c2c1CC(CN)O2 (stereo not given) | i | -3 | i | i | i | i | i | i | -2 | i | -7
Cc1cc2nc(-c3ccc(=O)[nH]c3)n(Cc3ccccc3)c2cc1C | i | -1 | i | i | i | i | i | i | -1 | i | -14
COC(=O)C1CCN(C(=O)CN2C(=O)c3ccccc3S2(=O)=O)CC1 | i | -3 | i | i | i | i | i | i | -1 | i | -12
O=C(Nc1nc2ccccc2[nH]1)C1CC(=O)N(c2ccc3c(c2)OCCO3)C1 (stereo not given) | i | 3 | i | i | i | i | i | i | 2 | i | -14
CN(C)c1ccc(C(=S)N2CCOCC2)cc1Br | i | 20 | i | i | i | i | i | i | 0 | i | -8
CSc1c(-c2ccccc2)nc2ccc(Cl)cc2c1C(=O)O | i | -2 | i | i | i | i | i | i | 2 | i | -3
Cc1ccc(S(=O)(=O)c2nc(C)c3c(n2)CCC3)cc1 | i | 0 | i | i | i | i | i | i | 0 | i | -7
CCC(=O)NCCc1nc(-c2ccccc2)no1 | i | -5 | i | i | i | i | i | i | 6 | i | -7
Cc1ccc(C)c(N2CCN(C(=O)CCS(=O)(=O)c3ccc4c(c3)oc(=O)n4C)CC2)c1 | i | -2 | i | i | i | i | i | i | 2 | i | -9
Cc1cc(C)cc(NS(=O)(=O)c2ccc(NC(=O)C3CCCCC3C(=O)O)cc2)c1 (stereo not given) | i | 5 | i | i | i | i | i | i | 4 | i | -7
Cc1ccc(N(C)S(=O)(=O)c2ccc(-c3cc(C)no3)s2)cc1 | i | -3 | 25* | i | i | i | i | i | 3 | i | -6
COc1ccc(OCC(=O)N/N=C/c2cccc3cccnc23)cc1 | i | -3 | i | i | i | i | i | i | 11 | i | -3
C#CCOc1c(Cl)cc(/C=C2/C(=O)ON=C2C)cc1OC | i | -1 | i | i | i | i | i | i | 5 | i | 0
Cc1ccc(Cl)cc1NC(=O)C1COc2ccccc2O1 (stereo not given) | i | 7 | i | i | i | i | i | i | 5 | i | -6
COc1ccc(NC(=O)CN2CCN(CC(=O)Nc3ccccc3F)CC2)cc1OC | i | -4 | i | i | i | i | i | i | 7 | i | -3
COC(=O)c1c[nH]c(=O)c2ccccc12 | i | 1 | i | i | i | i | i | i | -4 | i | -5
Cc1snc2sc(C(=O)c3ccc(Br)cc3)c(N)c12 | i | -4 | i | i | i | i | i | i | 2 | i | -3

The list continues.
SMILES | RGS4 block | SKKanGAS inh | ANO1 block | KCNQ1 pot | RGS4 pot | KCNK9 inh | KCNK3 block | KCNQ1 block | HDAC3 inh | TMEM16A act | hERG protect
Cn1cnc(S(=O)(=O)N2CCN(c3ccc(F)cc3)CC2)c1 | i | -2 | i | i | i | i | i | i | 2 | i | -6
O=C(NCc1ccc(-c2nc3ccccc3s2)cc1)c1ccc(Br)o1 | i | 2 | i | i | i | i | i | i | 0 | i | -7
O=C(/C=C/c1cccc([N+](=O)[O-])c1)OCC(=O)c1ccccc1 | i | -3 | i | i | i | i | i | i | 1 | i | -20
Cc1nc(-c2cccc(NC(=O)COc3ccc(Cl)cc3)c2)cs1 | i | 16 | 25* | i | i | i | i | i | 4 | i | -8

Single values from the list.
`Cc1nc(-c2cccc(NC(=O)COc3ccc(Cl)cc3)c2)cs1` in HDAC3 inh reads 4
`Cn1cnc(S(=O)(=O)N2CCN(c3ccc(F)cc3)CC2)c1` in SKKanGAS inh reads -2
